Screening data deposited in PubChem by The Scripps Research Institute Molecular Screening Center.
LEDGF integ inh = blocks HIV-1 LEDGF/p75-dependent DNA integration; inhibition, % at 3.7 µM; 0.64% of 370,000 active; AID 743269; TR-FRET IN-LEDGF/p75 DNA integration, Eu/Cy5;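 active means inhibition above the screen-wide mean plus 3 SD, cut at about 13% in these data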;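 further: signal is the Cy5 over europium emission ratio at 671 and 618 nm; 0% = plate median of compound wells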
HTRA1 inhibitor = inhibitors of human serine peptidase HTRA1. Q92743. recombinant HTRA1, FP-rhodamine activity-based probe, fluorescence polarization. inhibition, % at 5.96 µM. 0.5% of 340,000 active. AID 504803; in the data active means inhibition above about 36%;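 further: 0% = enzyme with DMSO and 100% = wells lacking enzyme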
DDE Tn7 FP inh = DD(E)-Tn7 binding inhibition, primary FP screen | 0.13% of 370,000 active | inhibition, % at 8.3 µM | FP displacement of FITC-Tn7 peptide from fibrin DD(E); 0% = median of compound wells per plate | P02675;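 active means inhibition above the mean of compounds falling within the control limits plus 3 SD of them, cut at about 14% in these data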;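 further: 0% = plate median of compound wells and 100% = 10 µM Aha-Tn7 peptide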
Target sequence (P02675 whole entry, looked up): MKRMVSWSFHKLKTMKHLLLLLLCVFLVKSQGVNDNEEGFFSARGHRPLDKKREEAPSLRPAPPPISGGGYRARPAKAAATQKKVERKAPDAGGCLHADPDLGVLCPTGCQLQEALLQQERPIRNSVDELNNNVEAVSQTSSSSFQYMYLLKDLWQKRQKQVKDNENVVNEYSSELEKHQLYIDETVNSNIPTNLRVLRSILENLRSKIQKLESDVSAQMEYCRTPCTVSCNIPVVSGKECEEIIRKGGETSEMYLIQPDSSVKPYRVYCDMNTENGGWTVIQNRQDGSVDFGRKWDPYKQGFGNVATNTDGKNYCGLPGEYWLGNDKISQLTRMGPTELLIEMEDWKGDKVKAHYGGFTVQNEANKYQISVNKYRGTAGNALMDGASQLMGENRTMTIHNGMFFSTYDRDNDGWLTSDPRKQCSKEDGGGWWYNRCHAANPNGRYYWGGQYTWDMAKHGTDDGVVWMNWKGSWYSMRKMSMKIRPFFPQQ
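Assay system: human fibrin DD(E) protein / Input: 2 µM fibrin DD(E) / Benchmarks: high control of 10 µM Aha-Tn7 peptide / Measured by: fluorescence polarization of the labelled Tn7 tracer / Medium: Tris buffer with calcium and detergent, pH 7.8 / Timing: 10 min compound pre-incubation, 3 h probe incubation at room temperature / Repeats: one replicate per compound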
PRMT1 FP inh = inhibitors of human PRMT1 | inhibition, % at 2.79 µM | recombinant PRMT1, activity-based probe fluorescence polarization | 1.3% of 370,000 active | Q99873;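 active means inhibition above about 21% made by adding two undisclosed values, limit read from the data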
ABHD4 inh = inhibitors of mouse ABHD4 | inhibition, % at 8.92 µM | Q8VD66 | AID 720543 | 0.54% of 370,000 active | purified mABHD4, FP-Rh probe fluorescence polarization;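 active means inhibition exceeding the mean over every tested compound plus 3 SD, cut at about 30% in these data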;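 further: 0% = plate median of compound wells and 100% = S159A mutant with DMSO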
Target sequence (Q8VD66 whole entry, looked up): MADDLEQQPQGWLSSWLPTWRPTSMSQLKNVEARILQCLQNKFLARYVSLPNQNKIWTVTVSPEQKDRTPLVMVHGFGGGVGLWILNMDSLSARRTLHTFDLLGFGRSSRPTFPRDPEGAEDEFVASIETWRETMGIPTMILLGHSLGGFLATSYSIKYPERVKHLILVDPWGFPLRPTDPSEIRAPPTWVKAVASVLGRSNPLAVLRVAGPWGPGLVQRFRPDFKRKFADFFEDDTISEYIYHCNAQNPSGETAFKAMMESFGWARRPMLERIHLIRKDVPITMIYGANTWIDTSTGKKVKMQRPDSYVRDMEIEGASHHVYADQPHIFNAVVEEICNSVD
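assay system = mABHD4 protein | compound dosing = single nominal dose of 8.92 µM, 0.89% DMSO final | read-out basis = percent inhibition of probe binding, normalized to plate controls | schedule = Enzyme–compound pre-incubation 45 min, then probe 60 min, both 25 °C | detection = fluorescence polarization, excitation 525 nm, emission 598 nm, BODIPY TMR filters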
SIAE primary = human SIAE inhibition, primary screen | Q9HAT2 | SIAE FP-Rh probe binding, fluorescence polarization | inhibition, % at 9.66 µM | 0.69% of 370,000 active | AID 1053197;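 active means inhibition above a cutoff: mean of compounds within the control limits plus 3 SD of those, cut at about 17% in these data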;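 further: 0% = plate median of compound wells and 100% = probe without SIAE protein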
TDP2 inh = blocks human TDP2 phosphodiesterase activity. recombinant TDP2, T5PNP hydrolysis, p-nitrophenol absorbance 415 nm. 0.34% of 370,000 active. AID 720702. O95551. inhibition, % at 12.8 µM;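 active means inhibition above the mean of all tested compounds plus 3 SD, set per campaign, cut at about 25% in these data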;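 further: 0% = DMSO with enzyme and 100% = buffer with substrate but no TDP2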
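Read-out basis: percent inhibition. System: recombinant human TDP2. Buffer or medium: Mg2+-containing Tris-HCl buffer, pH 7.5. Repeats: single replicate. Timing: reaction 2 h, 37 °C. Benchmarks: high control without enzyme, low control DMSO plus TDP2. Probe or stimulus: 5 mM T5PNP. Doses: 12.8 µM only. Measured by: epi absorbance of p-nitrophenol freed from T5PNP by hydrolysis.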
UHRF1 MBD2 ctr = human UHRF1 methylated DNA binding inhibitors; Q96T88; UHRF1 binding to methylated oligo, TR-FRET; inhibition, % at 4.4 µM; 0.75% of 370,000 active; AID 687016; in the data active means inhibition above about 21%;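 further: UHRF1 SRA domain binding a hemimethylated CpG hairpin DNA probe; 0% = median of test compound wells and 100% = reference inhibitor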
PG9 binder = small molecules binding HIV-1 gp120 antibody PG9; TR-FRET gp120-PG9 antibody binding; inhibition, % at 6.7 µM; 0.43% of 360,000 active; in the data active means inhibition above about 8.5%
TCR-CD3 inh = human TCR-CD3 binding inhibition. inhibition, % at 9.4 µM. 0.37% of 360,000 active. TAMRA-labeled TCR probe fluorescence, biochemical; in the data active means inhibition above about 19%;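 further: recombinant mutant TCR 2C K166C tagged with TAMRA read by polarization; 0% = receptor in buffer alone and 100% = receptor with positive control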
* = called active by the depositor; · = not tested or not shown.

canonical_smiles	LEDGF integ inh	HTRA1 inhibitor	DDE Tn7 FP inh	PRMT1 FP inh	ABHD4 inh	SIAE primary	TDP2 inh	UHRF1 MBD2 ctr	PG9 binder	TCR-CD3 inh
CCCCNC(=S)N(CCCO)Cc1cc2cc3c(cc2[nH]c1=O)OCCO3	-1.3	2.8	-3.1	-1.1	2.1	-8.4	13.0	2.1	-0.8	-3.5
Cc1cc(C(F)F)nn1CC(=O)NC1CCCCCC1	-0.3	3.6	0.4	-2.6	-4.2	2.5	-12.6	3.7	0.0	-3.0
CCOc1cc(C(=O)N2CCN=C2SC)cc(OCC)c1OCC	2.0	-2.7	-5.2	24.3*	6.3	-1.6	8.4	1.4	1.6	5.9
CCOC(=O)/C(=C\c1ccc(N2CCC(c3ccccc3)=N2)cc1)C(C)=O	2.1	3.9	-3.3	3.2	1.9	6.4	-2.1	1.2	0.7	-1.7
Cc1ccc(NC(=O)C2CCN(S(=O)(=O)c3cccs3)CC2)cc1	0.3	-3.7	7.6	-1.5	-1.1	-1.1	17.7	-2.7	-1.8	1.8
Cc1cc(C(=O)Nc2cccc([N+](=O)[O-])c2C)cs1	-6.6	-4.4	2.3	2.3	4.5	1.1	-8.3	1.4	-1.5	-1.4
CNC(=O)Cn1nc(C)c2ccccc2c1=O	-0.4	3.8	2.3	-2.3	-4.2	4.7	1.1	-3.1	0.2	-0.2
Cc1cccc(NC(=O)c2cccc(C(=O)Nc3cccc(C)c3)c2)c1	3.0	-13.2	2.6	-3.6	-9.9	6.8	8.0	-2.7	2.9	-0.3
COc1ccc(CCNS(=O)(=O)c2ccc(Cl)cc2)cc1OC	-0.5	-5.0	-2.5	0.3	5.2	-2.5	-5.3	3.3	1.4	-6.1
COc1ccc(CC(=O)OCC(=O)NC2CCCC(C)C2C)cc1OC (centres undefined)	0.8	-0.3	0.6	5.8	1.8	-0.2	5.3	2.5	0.4	-1.1
CC(C)(C)Cc1nnc(NC(=O)c2ccc3c(c2)OCO3)s1	1.9	4.2	-5.4	6.5	2.4	-1.4	13.3	5.5	0.1	-0.3
CC(C)(C)n1cnc2cc(NC(=O)c3ccccc3)ccc21	-1.3	-5.2	-2.8	1.3	-6.8	-0.7	10.7	-3.2	1.4	4.0
Cc1ccc(/C=N/NC(=O)c2ccco2)cc1	0.8	·	8.4	-0.6	-3.7	3.1	3.1	-1.8	-2.0	6.5
Cc1cc(NS(=O)(=O)c2ccccc2)ccc1NS(=O)(=O)c1ccccc1	-5.3	-15.1	-5.0	3.8	1.9	-2.3	-4.9	3.1	-0.4	0.7
O=C(N=C1SC2CS(=O)(=O)CC2N1Cc1ccccc1)C1CC1 (centres undefined)	-4.3	6.5	9.6	0.6	4.5	-3.7	9.5	1.7	2.7	-1.5
Cc1cc(N2C(=O)c3ccccc3C2=O)n(C)n1	-2.2	0.4	2.5	-4.7	3.8	4.7	9.3	-1.8	-0.8	7.5
COc1cc(C(c2c(C)n(C)n(-c3ccccc3)c2=O)c2c(C)n(C)n(-c3ccccc3)c2=O)cc(Br)c1O	-2.0	1.2	-7.2	-0.3	1.9	5.2	19.1	1.8	0.0	-6.5
Cc1cccc(Cn2ncc(Cl)c(Cl)c2=O)c1	-3.0	3.5	3.8	5.0	0.1	-2.0	5.3	5.9	1.4	-8.2
Cn1c(SCC(=O)NCc2ccccc2)ncc(C(=O)Nc2ccccc2)c1=O	2.8	-3.6	9.0	0.5	0.0	11.5	5.2	-4.8	8.4	5.0
C=C(Cl)COc1ccc2c(CCC)cc(=O)oc2c1	-1.7	-15.9	-2.6	-1.2	4.7	4.4	8.1	1.6	-2.3	4.7
Cn1c(=O)c2c(ncn2CC(=O)OCC(=O)NNC(=O)c2ccc(Cl)cc2)n(C)c1=O	-1.1	-0.7	-1.9	-0.4	0.0	1.3	6.2	-1.9	-0.5	7.0
CCCNC(=O)c1ccc2snnc2c1	-4.0	-3.4	1.0	9.3	-2.0	2.6	-9.3	3.0	1.0	3.1
Cn1c(=O)c2ccccc2n(CC(=O)Nc2ccc3c(c2)OCCO3)c1=O	-2.2	9.2	-5.8	-1.1	2.0	8.0	12.3	0.9	-1.7	1.5
CCN(CC)C(=O)CCCc1c[nH]c2ccccc12	4.8	8.0	-3.7	-1.1	-0.7	3.4	7.5	1.7	0.3	-0.5
COc1cc(OC)cc(-c2nc(-c3cccs3)no2)c1	-1.9	-3.8	6.0	3.7	0.9	-13.0	-0.2	0.6	1.4	-5.5
O=S(=O)(CC(O)CS(=O)(=O)c1ccc(Cl)cc1)c1ccccc1 (centres undefined)	4.9	3.3	0.9	-4.7	1.5	-1.1	-12.9	4.5	-1.3	-7.7
CC(=O)Nc1ccc(S(=O)(=O)NCCC(=O)OCc2nnc(-c3ccccc3)o2)cc1	-1.3	-2.5	1.7	-0.7	-3.1	-0.4	5.3	0.0	0.9	7.0
O=S1(=O)CC(N2CCN(CCO)CC2)CN1Cc1cn(Cc2ccccc2)nn1 (centres undefined)	-3.6	·	-9.2	1.9	3.8	1.9	1.8	16.7	-0.7	-2.6
CC(C)(C)NC(=O)Cn1c(Cl)nc2ccccc21	1.6	5.9	-4.3	-4.4	-0.2	-0.7	-13.3	1.5	-0.6	3.9
Cc1cccc(C(=O)NC2CCN(S(=O)(=O)c3ccc(F)cc3)CC2)c1	3.6	-4.0	-5.8	-0.6	4.1	4.0	-10.8	4.1	0.9	3.0
COc1ccc(N2C(=O)c3ccc(NC(C)=O)cc3C2=O)cc1	3.2	-1.6	2.5	0.3	-10.1	1.3	-5.1	5.7	2.4	-11.0
Cc1ccc(C)c(N2C(=O)CN=C2Nc2ccccc2Cl)c1	-1.6	-1.2	-10.8	2.5	-2.3	0.8	-8.6	-1.0	0.2	-6.5
Cc1ccc(C)c(NC(=O)C(=O)NCCCN2CCOCC2)c1	-1.5	-0.2	5.9	0.7	0.5	10.2	5.4	0.6	-1.0	2.7
Cc1ccc(NC(=O)C2C3CCCCC32)cc1[N+](=O)[O-] (centres undefined)	-3.1	2.7	1.1	6.0	2.5	0.2	-2.0	1.9	1.5	-10.1
COC(=O)C1C2CC3c4[nH]c5cc(OC)ccc5c4CCN3CC2CC(OC(=O)CC(C)=O)C1OC (centres undefined)	2.4	18.5	3.7	4.4	0.0	9.9	8.9	-1.5	-2.0	-3.8
O=C(NCc1ccc(F)c(F)c1)C1C2C=CC3(CN(Cc4ccccc4)C(=O)C13)O2 (centres undefined)	-0.9	·	-1.0	-1.9	4.5	0.2	-3.1	-2.6	·	·
CC12C(=O)N(Cc3ccco3)C(=O)C1C1c3ccccc3C2c2ccccc21 (centres undefined)	-0.4	1.6	6.5	1.0	7.1	-0.3	10.8	19.2	-2.1	-2.3
COc1cc(NC(=O)c2cccs2)c(OC)cc1NC(=O)Cc1ccccc1	-0.6	-0.9	5.0	3.0	2.1	18.8*	12.4	-0.9	0.7	-6.1
COc1cc(C(=O)Nc2cc(C(F)(F)F)ccc2N2CCOCC2)ccc1O	0.5	0.6	7.5	-2.7	1.9	2.2	-2.1	3.8	0.6	0.2
Cc1ccccc1NC(=O)CSc1nc(N)c(C#N)c(-c2cccs2)c1C#N	0.3	-7.9	2.1	-2.8	-8.7	-10.0	-10.9	-50.0	72.2*	0.8
COc1cc(Br)cc2cc(C(=O)NCC3CCCO3)c(=O)oc12 (centres undefined)	-0.4	-3.5	-4.9	0.4	-1.7	8.7	-5.4	-1.9	1.9	1.5
CCCCN(CC)C(=O)C1CCCN(S(=O)(=O)c2cccc3nsnc23)C1 (centres undefined)	-2.4	3.7	3.5	1.4	1.1	3.1	9.9	-2.7	1.8	-3.3
O=C(Cn1nnc2ccccc21)OCC(=O)c1ccc(F)cc1	1.4	1.2	-0.3	1.5	-3.2	-5.5	-2.6	-2.7	1.0	4.7
CCOc1ccc2nc(SCC(=O)Nc3ccc4[nH]c(=O)[nH]c4c3)[nH]c2c1	3.2	4.2	-1.3	-2.3	8.4	11.7	10.7	-2.0	-3.3	-4.0
O=C(Cc1cccs1)Nc1nc2ccccc2s1	-2.0	-10.7	-10.3	0.4	-1.7	-3.1	-3.8	0.9	0.6	3.5
Cc1sc2ncn(-c3ccccc3)c(=O)c2c1C	-3.0	5.8	-1.2	0.6	-2.4	8.9	0.9	2.3	-2.1	-3.7
Cc1ccc(C)c(NC(=S)/C(=C(\[O-])c2ccc(OC(F)F)cc2)[n+]2ccccc2)c1	-0.4	-7.0	-2.9	3.3	1.4	3.8	-1.5	-6.0	2.6	-6.3
CCOC(=O)NC(Nc1cc(C)ccn1)(C(F)(F)F)C(F)(F)F	2.4	0.8	1.3	-0.3	-3.8	-4.0	-5.9	1.1	0.7	-7.8
COc1ccc(NC(=O)C2CCCCN2S(=O)(=O)c2ccc(F)cc2)c(OC)c1 (centres undefined)	1.1	-5.1	-4.7	0.6	-1.3	6.1	1.7	-1.4	-0.5	4.4
COc1ccc(OC)c(Nc2nc(-c3cccc([N+](=O)[O-])c3)nc3ccccc23)c1	-1.2	5.6	0.4	1.1	6.4	2.3	-2.5	-0.4	0.9	6.4

(listing goes on)
canonical_smiles	LEDGF integ inh	HTRA1 inhibitor	DDE Tn7 FP inh	PRMT1 FP inh	ABHD4 inh	SIAE primary	TDP2 inh	UHRF1 MBD2 ctr	PG9 binder	TCR-CD3 inh
CCOc1ccc(/C=C(/C#N)c2nnc(N3CCOCC3)n2-c2ccccc2)cc1OC	1.5	0.3	0.5	0.5	4.3	-0.5	5.7	1.8	0.2	-3.6
CC1CCN(Cc2nnnn2-c2ccc(Cl)cc2)CC1	-3.8	-1.7	3.0	-2.9	0.7	-1.6	5.1	-0.9	0.4	-0.5
CCOC(=O)C1=C(C)NC2=C(C(=O)CCC2)C1c1cccnc1 (centres undefined)	-4.9	6.4	5.4	-1.1	-0.1	-0.2	-4.8	5.8	-1.9	0.7
CN1OC[C@@H]2CN(Cc3ccccc3)[C@H](c3cccc(-c4ccccc4)c3)C[C@@H]21	-4.6	-41.2	-3.9	0.6	-4.8	-0.4	5.0	1.8	-0.3	-0.8
COC(=O)c1cc(NC(=O)c2cc(C)oc2C)cc(C(=O)OC)c1	0.7	-23.1	-5.7	-0.5	-1.6	-13.2	-0.4	-1.8	-0.9	1.2
O=C1/C(=C\c2ccccc2)CCC/C1=C/c1ccccc1	-3.7	-23.3	3.7	0.3	3.2	-7.0	-4.7	-1.0	0.5	7.3
